ARFGAP1 inhibitor = inhibits rat ARF GTPase activating protein 1 | Arfgap1-stimulated ARF1 GTP hydrolysis, GDP FP detection | Q62848 | AID 651572 | inhibition, % at 16.5 µM | actives 0.26% (n = 360,000);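 active = inhibition above a per-plate limit, mean inhibition of low control wells plus 3 SD, cut at about 25% in these data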;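 also: 0% = DMSO wells with enzyme and 100% = wells lacking Arfgap1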
Target sequence (Q62848 1-136 limits assumed): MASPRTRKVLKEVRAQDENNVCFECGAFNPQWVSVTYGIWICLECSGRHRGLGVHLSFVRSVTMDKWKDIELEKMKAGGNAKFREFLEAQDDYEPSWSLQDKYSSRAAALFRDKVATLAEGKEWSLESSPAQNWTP
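System: truncated rat Arfgap1 GAP domain / Medium: HEPES-based buffer, pH 7.5 / Also added: N-terminally truncated human ARF1-GTP substrate / Incubation: enzyme reaction 120 min at 25 °C after 20 min preincubation / Measured by: FP of antibody-bound GDP Alexa 633 tracer, ex 620/em 688 nm / Replicates: singlicate, each compound tested once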
DDE Tn6 FP inh = disrupts Tn6 cyclic peptide binding to fibrin D-Dimer-E complex; P02675; Fibrin DD(E) TRITC-Tn6 fluorescence polarization displacement; inhibition, % at 8.3 µM; actives 0.21% (n = 370,000); AID 720509;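 active = inhibition above a per-campaign cutoff: mean of compounds within control limits plus 3 SD, cut at about 15% in these data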;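 also: 0% = median of all compound wells on the plate and 100% = blocking peptide control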
LEDGF integ inh = blocks HIV-1 LEDGF/p75-dependent DNA integration. TR-FRET IN-LEDGF/p75 DNA integration, Eu/Cy5. AID 743269. actives 0.64% (n = 370,000). inhibition, % at 3.7 µM;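 active = inhibition above the screen-wide mean plus 3 SD, cut at about 13% in these data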;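 also: signal is the Cy5 over europium emission ratio at 671 and 618 nm; 0% = plate median of compound wells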
ASAP1 GAP inh = blocks human ASAP1-stimulated Arf1 GTP hydrolysis; GDP FP detection; inhibition, % at 16.5 µM; actives 0.19% (n = 360,000); AID 624377; in the data active = inhibition above about 25%;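 also: 0% = vehicle with enzyme and substrate and 100% = no enzyme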
TDP2 inh = blocks human TDP2 phosphodiesterase activity; O95551; recombinant TDP2, T5PNP hydrolysis, p-nitrophenol absorbance 415 nm; inhibition, % at 12.8 µM; actives 0.34% (n = 370,000); AID 720702;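 active = inhibition above the mean of all tested compounds plus 3 SD, set per campaign, cut at about 25% in these data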;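 also: 0% = DMSO with enzyme and 100% = buffer with substrate but no TDP2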
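Assay system: recombinant human TDP2 / Reagent: T5PNP substrate at 5 mM, a TopII-DNA adduct mimic / Measured by: epi absorbance from released p-nitrophenol / Evaluation: % inhibition relative to enzyme-containing and enzyme-free wells / Control set: enzyme-free and DMSO wells / Replicates: each compound tested once, singlicate / Schedule: enzyme reaction with compound for 2 h at 37 °C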
KLK7 zymogen act = activates the human kallikrein-7 zymogen | P49862 | purified proKLK7, EDANS-DABCYL substrate fluorescence; 100% is mature enzyme control, 0% vehicle | activation, % at 7 µM | actives 0.9% (n = 370,000) | AID 652039;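 active = activation above the mean of all tested compounds plus 3 SD, computed per campaign excluding outliers beyond control limits, cut at about 13% in these data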
Target sequence (P49862 whole entry, looked up): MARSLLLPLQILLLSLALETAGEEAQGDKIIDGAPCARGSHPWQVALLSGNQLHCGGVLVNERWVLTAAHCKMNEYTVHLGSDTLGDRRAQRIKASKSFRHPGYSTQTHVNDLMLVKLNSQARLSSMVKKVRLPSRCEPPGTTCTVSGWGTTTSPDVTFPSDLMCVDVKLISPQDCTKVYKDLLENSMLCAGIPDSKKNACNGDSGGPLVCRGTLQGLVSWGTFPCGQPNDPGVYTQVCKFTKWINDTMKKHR
PLCg1 inh = PLC-gamma1 (human) inhibition, primary screen; P19174; purified PLC-gamma1, fluorogenic substrate, fluorescence; inhibition, % at 12.2 µM; actives 0.84% (n = 370,000); AID 720700; in the data active = inhibition above about 9.5%
ADAM17 inh = inhibitors of human ADAM17 | P78536 | recombinant ADAM17, EDANS/DABCYL FRET peptide cleavage | inhibition, % at 6.95 µM | actives 0.83% (n = 370,000) | AID 720648;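 active = inhibition above the mean of compounds lying between control limits plus 3 SD, set per campaign, cut at about 8.5% in these data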;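 also: 0% = DMSO-only wells as the low control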
Target sequence (P78536 215-824 limits assumed): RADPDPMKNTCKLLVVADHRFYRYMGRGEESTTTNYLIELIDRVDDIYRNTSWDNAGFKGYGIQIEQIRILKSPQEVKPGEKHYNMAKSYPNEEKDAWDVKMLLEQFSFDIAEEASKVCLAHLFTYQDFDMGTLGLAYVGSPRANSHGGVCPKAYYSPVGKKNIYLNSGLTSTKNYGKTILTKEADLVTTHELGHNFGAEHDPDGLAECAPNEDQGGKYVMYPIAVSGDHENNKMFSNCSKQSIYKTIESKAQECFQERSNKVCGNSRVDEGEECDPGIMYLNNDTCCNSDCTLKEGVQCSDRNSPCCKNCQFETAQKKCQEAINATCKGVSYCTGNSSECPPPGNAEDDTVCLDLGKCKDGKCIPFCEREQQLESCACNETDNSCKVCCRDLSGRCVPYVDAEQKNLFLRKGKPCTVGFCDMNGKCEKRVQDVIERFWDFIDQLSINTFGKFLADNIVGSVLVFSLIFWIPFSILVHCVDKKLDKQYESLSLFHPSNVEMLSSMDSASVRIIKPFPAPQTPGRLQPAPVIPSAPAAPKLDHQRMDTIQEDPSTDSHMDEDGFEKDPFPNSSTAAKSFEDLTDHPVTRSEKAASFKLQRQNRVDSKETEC
DDE Tn7 FP inh = inhibitors of Tn7 peptide binding to human fibrin DD(E) | FP displacement of FITC-Tn7 peptide from fibrin DD(E); 0% = median of compound wells per plate | inhibition, % at 8.3 µM | AID 720508 | actives 0.13% (n = 370,000) | P02675;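 active = inhibition above the mean of compounds falling within the control limits plus 3 SD of them, cut at about 14% in these data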;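 also: 0% = plate median of compound wells and 100% = 10 µM Aha-Tn7 peptide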
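Assay system: Human fibrin DD(E) protein | Medium: Tris buffer with calcium and detergent, pH 7.8 | Reagent: 0.1 µM fluorescent Tn7 | Compound dosing: Single point at 8.3 µM | Times: 10 min preincubation, 3 h with tracer, room temperature | Detection: Fluorescence polarization of the labelled Tn7 tracer | Controls: Aha-Tn7 high control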
ADAM10 inh = inhibits human ADAM10; recombinant ADAM10, EDANS/DABCYL FRET peptide cleavage, 3 h; inhibition, % at 7 µM; actives 0.62% (n = 370,000); AID 720582;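 active = inhibition above a per-campaign cutoff equal to the mean of compounds falling between control-based bounds plus 3 SD, cut at about 20% in these data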;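 also: 0% = DMSO wells while the 100% control is not disclosed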
Active calls of the source: *; i = inactive; nt = no result given.

ARFGAP1 inhibitor	DDE Tn6 FP inh	LEDGF integ inh	ASAP1 GAP inh	TDP2 inh	KLK7 zymogen act	PLCg1 inh	ADAM17 inh	DDE Tn7 FP inh	ADAM10 inh	compound
-9	-6	4	0	8	0.1	-4	-4	3	-5	Nc1nc(SCC(=O)Nc2cccnc2Cl)n[nH]1
nt	6	-5	nt	1	nt	1	-5	2	-13	COc1ccc2c(c1)N=CN1CCc3c([nH]c4ccccc34)C3=NCC[C@@]321
-6	-5	-2	10	1	0.3	3	3	3	10	COc1ccc(NC(=O)Nc2nc3c(s2)CCCC3)cc1
5	1	-4	4	6	-2.3	-29	-4	6	-3	CC(C)(C)c1ccc(-c2nc3n(c(=O)c2C#N)CCS3)cc1
4	-4	7	-4	-6	0.2	1	-3	3	10	CCN1CCN(CCCN(Cc2cccs2)C(=S)Nc2ccccc2C)CC1
6	-3	-1	-2	5	0.0	1	-3	1	5	CCN(CC)C(=O)CSc1nc2ncc(Cl)cc2[nH]1
-13	3	1	-9	0	0.1	-1	-12	4	-22	CCCCn1c(N)c(N(CCOC)C(=O)c2cc(-c3ccc(C)cc3)nc3ccccc23)c(=O)[nH]c1=O
-10	0	0	13	-10	0.7	4	5	-5	9	O=C1NC(=Nc2ccc(Cl)cc2)SC1Cc1cc(Cl)ccc1Cl (configuration not stated)
6	1	-4	-4	-8	-0.3	1	-2	-1	-2	O=S(=O)(c1ccc(Cl)cc1)N1CCN(C(=S)NCC2CCCO2)CC1 (configuration not stated)
-4	-7	-1	9	5	-0.3	-1	-5	1	-7	O=C(c1cc(Br)c(Br)s1)N1CCN(c2ccccn2)CC1
22	-6	4	1	-7	0.0	2	1	-8	7	Cc1ccc(NC(=O)N2CCC(C(N)=O)CC2)cc1
6	4	-4	15	-1	0.0	0	7	-3	22*	COC(=O)CN1C(=S)N(c2ccc(Cl)cc2)C(=O)C1CC(=O)Nc1ccc(Cl)cc1 (configuration not stated)
7	9	-3	4	11	0.0	0	-4	0	0	CCN1C(=O)c2ccccc2S(=O)c2ccc(C(=O)N3CCOCC3)cc21 (configuration not stated)
-6	8	0	1	4	-0.1	2	2	-2	-3	Cc1ccnc(SCc2cc(=O)c(OC(=O)c3ccc(S(=O)(=O)N(C)C)cc3)co2)n1
nt	-3	1	nt	-4	-0.1	-10	1	1	3	CCCOc1ccc(-c2cc(C(C)=O)c3n(c2=O)CCC3)cc1
7	-3	2	0	-4	-0.2	-3	1	-6	-11	CCCn1c(=O)c2ccccc2n2c(SCC(=O)c3ccccc3)nnc12
-3	-1	-1	-14	8	1.0	1	0	1	5	O=C1c2ccccc2CC1(Cc1ccccc1)Cc1ccccc1
-9	2	2	5	9	-0.5	1	0	-4	-3	O=c1n(Cc2ccccc2)c(O)c2n1Cc1ccccc1N=C2c1ccc(C(F)(F)F)cc1
4	-9	-1	-3	-2	-0.1	2	-5	-3	-4	COCCOC(=O)/C(C#N)=C/c1cn(Cc2ccccc2)nc1-c1cccnc1
-4	0	-1	-3	4	-0.1	-3	-3	3	-3	O=C(CCc1nnc2ccc(N3CCC4(CC3)OCCO4)nn12)Nc1cc(F)ccc1F
1	8	-2	2	-6	0.5	0	2	-2	1	C#CCN(C[C@@H]1[C@@H](OC(=O)NCC2CCCCC2)[C@@H](OC(=O)NCC2CCCCC2)Cn2c(=O)ccc(=O)n21)S(=O)(=O)c1ccc(C)cc1
14	-9	-4	9	-10	-0.3	5	-3	4	-7	CC1(C)CC(C(=O)Nc2nccs2)CCO1 (configuration not stated)
14	6	-4	0	-11	-0.2	-1	1	2	-4	CN(C)CCN(Cc1ccccc1)C(c1cc2ccccc2o1)c1nnnn1C(C)(C)C (configuration not stated)
-1	3	3	0	2	-0.6	3	-4	-1	-5	COCCN(C(=O)CCC(=O)Nc1cc(C)on1)C(C(=O)NC(C)(C)C)c1ccc(OC)cc1 (configuration not stated)
16	3	1	4	-6	-0.4	0	0	-5	-9	CCCCN1C(=O)C(CC(=O)NCc2cccc3ccccc23)CC(C(=O)N(CC)CC)=C1C (configuration not stated)
23	1	0	-13	0	-0.3	-4	-3	10	10	O=C(CC1S/C(=N/N=C/c2cccnc2)NC1=O)Nc1ccccc1 (configuration not stated)
-2	5	-5	-10	-3	0.3	-1	-5	-2	-11	CCc1nc2c(cnn2-c2ccc(F)cc2)c(=O)n1-c1ccc(N2CCC(C)CC2)cc1
1	3	-2	-8	3	0.4	-7	-3	6	-11	CCCCN=C1NN=C(c2ccc3c(c2)OCCO3)CS1
3	-4	5	-2	0	3.2	-392	-284	-1	i	CC1=CC(c2ccccc2)n2nc(N)nc2N1 (configuration not stated)
5	-1	2	3	5	-0.4	-5	-2	-2	-7	Cc1ccccc1NC(=O)C1c2cccc[n+]2CC(=O)N1Cc1ccc2c(c1)OCO2 (configuration not stated)
0	-5	0	-13	6	-0.3	3	-4	1	-5	O=C(c1ccc(=O)[nH]n1)N1CCN(S(=O)(=O)c2ccc(C(F)(F)F)cc2)CC1
12	-2	-3	-2	10	-0.1	0	2	-1	10	COc1ccc(CC(=O)NNC(=S)Nc2ccc(Br)cc2)cc1
6	4	4	3	-3	-0.2	5	0	-5	6	CC1CCN(CCOCCOc2ccc(Cl)cc2Br)CC1
18	1	1	-9	8	-0.2	2	-1	-6	-1	Cc1cc(C)n(CCC(=O)N=Nc2c(O)[nH]c3ccc(Br)cc23)n1
-2	-7	2	4	-21	-0.1	0	-20	5	-48	O=c1cc(C(F)(F)F)[nH]c2c(OC(F)(F)F)cccc12
2	-1	-2	-8	-9	-0.3	1	-3	1	-5	Cc1ccc(CNCc2cccnc2)s1
10	-2	0	-12	-3	0.0	-6	-1	2	-4	CC(=O)c1c2c3c(c(Br)ccc3n(C)c1=O)C(=O)c1ccccc1-2
15	2	1	16	6	-0.6	1	2	3	2	CC(=O)N1CCN(c2ccc(NC(=O)c3ccc(Cl)c([N+](=O)[O-])c3)cc2)CC1
14	4	2	6	-1	0.0	8	5	-5	3	COc1ccc(-n2c(SC3CCOC3=O)nc3ccccc32)cc1 (configuration not stated)
9	-6	-5	-6	-2	-3.7	3	1	-4	2	O=C(Nc1nc(-c2cc(Cl)sc2Cl)cs1)c1ccccc1
4	-8	2	12	-5	1.0	4	5	-9	5	CC(C)NC(=O)NC(=O)COC(=O)c1ccc(S(=O)(=O)Nc2ccccc2)cc1
5	4	4	-3	9	15*	-368	-188	7	i	O=C(O)c1ccccc1/C=N/NC(=O)c1cc(-c2ccco2)nc2ccccc12
3	-5	2	-8	1	-0.2	1	-1	2	12	Cc1cccc(C)c1NC(=O)CN(C)C(=O)C(c1ccccc1)c1ccccc1
10	6	-2	-3	-5	0.6	-4	0	5	0	COC(=O)c1cc2occc2n1CC(=O)Nc1cc(OC)cc(OC)c1
9	-1	-6	-9	4	0.1	4	-1	0	-14	O=C(Cn1c(=O)oc2cc(S(=O)(=O)N3CCCC3)ccc21)N1CCc2ccccc2C1
-4	4	4	-3	-4	0.0	1	7	-6	12	CCc1c(C(=O)NNC(=S)NCc2ccccc2)csc1C
8	-2	0	-11	3	0.4	3	5	-3	4	COc1ccc(C(=O)C(OC(=O)c2ccccc2Cl)c2ccccc2)cc1 (configuration not stated)
-8	10	3	5	4	0.0	-4	-1	-1	-2	Cc1cc2c(cc1C)C(c1cccc(F)c1)CC(=O)N2 (configuration not stated)
-1	-2	-2	5	8	-0.2	-2	0	-1	-1	COc1cc(CNc2ccc(C(=O)O)cc2)cc(Br)c1OCC(=O)NC(C)(C)C
-4	-4	5	9	-11	0.8	-47	-1	-5	-29	O=CNc1cc(-c2ccccc2Oc2ccccc2)cn2c(-c3ccc(F)cc3)cnc12

Fetched one by one from the list above, 5 records:
ARFGAP1 inhibitor	DDE Tn6 FP inh	LEDGF integ inh	ASAP1 GAP inh	TDP2 inh	KLK7 zymogen act	PLCg1 inh	ADAM17 inh	DDE Tn7 FP inh	ADAM10 inh	compound
6	4	4	3	-3	-0.2	5	0	-5	6	CC1CCN(CCOCCOc2ccc(Cl)cc2Br)CC1
-4	-4	5	9	-11	0.8	-47	-1	-5	-29	O=CNc1cc(-c2ccccc2Oc2ccccc2)cn2c(-c3ccc(F)cc3)cnc12
-2	5	-5	-10	-3	0.3	-1	-5	-2	-11	CCc1nc2c(cnn2-c2ccc(F)cc2)c(=O)n1-c1ccc(N2CCC(C)CC2)cc1
5	1	-4	4	6	-2.3	-29	-4	6	-3	CC(C)(C)c1ccc(-c2nc3n(c(=O)c2C#N)CCS3)cc1
-4	-7	-1	9	5	-0.3	-1	-5	1	-7	O=C(c1cc(Br)c(Br)s1)N1CCN(c2ccccn2)CC1

Next records
ARFGAP1 inhibitor	DDE Tn6 FP inh	LEDGF integ inh	ASAP1 GAP inh	TDP2 inh	KLK7 zymogen act	PLCg1 inh	ADAM17 inh	DDE Tn7 FP inh	ADAM10 inh	compound
17	1	-1	-5	3	-0.2	-1	-3	4	-12	COc1cccc(CNC(=O)CCC(=O)N2CC(C)Oc3ccccc32)c1OC (configuration not stated)
3	-8	-7	1	-2	-0.2	-1	-6	3	3	COc1cc(NC(=O)c2ccc(Cl)cc2)c(Cl)cc1NC(=O)c1cccnc1
2	1	1	3	1	0.4	-1	-2	-1	0	COCCCNC(=O)COc1ccc(S(=O)(=O)Nc2ccccc2)cc1
9	5	-3	-9	3	0.2	0	-1	-6	-9	COc1ccccc1NC(=O)CCCC(=O)OCC(F)(F)C(F)F
-11	-2	2	0	-4	0.3	-1	-2	3	-1	O=C(NC1C2CCCC1CN(C1CC1)C2)c1ccc(Cl)cc1 (configuration not stated)
-1	1	-4	-8	2	-3.6	-95	-19	-1	-69	Cn1cc(-c2cnc3c(NC=O)cc(-c4cccc(C(F)(F)F)c4)cn23)cn1
5	-3	0	6	7	0.1	-3	-3	9	-5	Cc1ccccc1CN1CCN(c2ccc(S(=O)(=O)N3CCCC3)cn2)CC1
17	-3	0	4	0	-0.4	2	4	-7	5	CC(=O)N1c2ccccc2Oc2cc3ccccc3cc21
10	6	1	9	-3	0.3	4	0	-7	-3	COc1ccccc1CNC(=O)C1CC2Cn3c(nc4ccccc43)C2N1C (configuration not stated)
-7	4	14*	11	-10	-0.2	3	-1	2	-5	CCOc1ccc(NC(=O)CC(NC(C)=O)c2ccccc2)cc1S(=O)(=O)N1CCCC1 (configuration not stated)
